Assay outcomes from PubChem BioAssay.
PRMT1 FP inh: blocks human protein arginine methyltransferase 1; Q99873; recombinant PRMT1, activity-based probe fluorescence polarization; inhibition, % at 2.79 µM; 370,000 tested, 1.3% active;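 active means inhibition above about 21% made by adding two undisclosed values, limit read from the data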
TCR CD3 inh: blocks the human TCR-CD3 interaction; 360,000 tested, 0.37% active; AID 651800; TAMRA-labeled TCR probe fluorescence, biochemical; inhibition, % at 9.4 µM; in the data active means inhibition above about 19%;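 further: recombinant mutant TCR 2C K166C tagged with TAMRA read by polarization; 0% = receptor in buffer alone and 100% = receptor with positive control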
HTRA1 inh: blocks human HTRA1 serine peptidase; Q92743; recombinant HTRA1, FP-rhodamine activity-based probe, fluorescence polarization; inhibition, % at 5.96 µM; 340,000 tested, 0.5% active; in the data active means inhibition above about 36%;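 further: 0% = enzyme with DMSO and 100% = wells lacking enzyme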
rCAG RNA binder: molecules binding r(CAG) RNA repeats; 370,000 tested, 1.3% active; r(CAG) RNA repeat, TO-PRO-1 dye displacement fluorescence; inhibition, % at 3 µM; AID 651821;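 active means inhibition above the plate cutoff, the mean of all test compounds on that plate plus 3 SD, cut at about 35% in these data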;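 further: 0% = DMSO alone and 100% = 100 µM mitoxantrone as full dye displacement; higher means more dye released from RNA so lower well fluorescence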
MBD2 inh: inhibitors of human MBD2 binding to methylated oligonucleotide; TR-FRET; inhibition, % at 4.4 µM; 370,000 tested, 0.31% active; AID 686964; in the data active means inhibition above about 13%
Rev-erbA mod: Rev-erb alpha (human) modulation; AID 1259318; 370,000 tested, 0.79% active; activity, % at 10 µM; P20393; Rev-erbα–FITC-DNA binding, fluorescence polarization, 90 min;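 active means activity above about 14%, limit read from the data; passing the limit was not always enough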;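 further: 0% = DMSO wells with 35 nM protein and 100% = DMSO wells with 750 nM protein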
UHRF1 binding: human UHRF1 methylated DNA binding inhibitors | UHRF1 binding to methylated oligo, TR-FRET | inhibition, % at 4.4 µM | 370,000 tested, 0.75% active | AID 687016; in the data active means inhibition above about 21%;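 further: UHRF1 SRA domain binding a hemimethylated CpG hairpin DNA probe; 0% = median of test compound wells and 100% = reference inhibitor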
Target sequence (Q96T88 whole entry, looked up, the tested form may be a part): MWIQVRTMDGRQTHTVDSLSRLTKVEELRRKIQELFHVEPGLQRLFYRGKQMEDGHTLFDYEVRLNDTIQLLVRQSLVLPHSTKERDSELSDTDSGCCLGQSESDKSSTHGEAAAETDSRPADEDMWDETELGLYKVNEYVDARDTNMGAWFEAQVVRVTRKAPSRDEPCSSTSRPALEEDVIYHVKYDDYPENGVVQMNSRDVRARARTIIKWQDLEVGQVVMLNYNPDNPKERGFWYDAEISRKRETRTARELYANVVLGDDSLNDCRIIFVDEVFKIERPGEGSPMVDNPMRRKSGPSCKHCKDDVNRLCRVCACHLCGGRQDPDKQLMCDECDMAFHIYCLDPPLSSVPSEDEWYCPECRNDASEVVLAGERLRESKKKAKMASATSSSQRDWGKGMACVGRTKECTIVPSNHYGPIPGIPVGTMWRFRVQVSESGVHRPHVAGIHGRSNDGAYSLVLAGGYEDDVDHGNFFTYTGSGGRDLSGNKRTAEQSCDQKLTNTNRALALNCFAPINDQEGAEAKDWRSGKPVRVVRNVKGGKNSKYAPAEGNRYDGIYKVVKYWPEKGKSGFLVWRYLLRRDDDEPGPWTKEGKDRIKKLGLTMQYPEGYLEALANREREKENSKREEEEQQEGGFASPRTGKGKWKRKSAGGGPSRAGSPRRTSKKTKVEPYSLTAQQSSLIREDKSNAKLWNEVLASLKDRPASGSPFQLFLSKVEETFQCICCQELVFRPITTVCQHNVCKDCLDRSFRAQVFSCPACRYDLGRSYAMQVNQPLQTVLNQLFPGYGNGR
LEDGF integ inh: blocks HIV-1 LEDGF/p75-dependent DNA integration; TR-FRET IN-LEDGF/p75 DNA integration, Eu/Cy5; inhibition, % at 3.7 µM; 370,000 tested, 0.64% active;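 active means inhibition above the screen-wide mean plus 3 SD, cut at about 13% in these data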;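 further: signal is the Cy5 over europium emission ratio at 671 and 618 nm; 0% = plate median of compound wells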
ABHD4 inh: inhibitors of mouse ABHD4; Q8VD66; purified mABHD4, FP-Rh probe fluorescence polarization; 370,000 tested, 0.54% active; AID 720543; inhibition, % at 8.92 µM;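 active means inhibition exceeding the mean over every tested compound plus 3 SD, cut at about 30% in these data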;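 further: 0% = plate median of compound wells and 100% = S159A mutant with DMSO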
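System: mouse ABHD4 enzyme, wild type / Medium: HEPES pH 7.0, NaCl, Pluronic buffer / Reagent: FP-Rh activity-based fluorescent probe / Control set: S159A mutant high control, sample median low control / Detection: fluorescence polarization with parallel and perpendicular emission, 525/598 nm / Schedule: 45 min + 60 min at 25 °C / Compound dosing: 8.92 µM, single dose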
PG9 Ab binder: PG9 antibody binding by small molecule; TR-FRET gp120-PG9 antibody binding; 360,000 tested, 0.43% active; inhibition, % at 6.7 µM; in the data active means inhibition above about 8.5%
* = called active by the depositor; nt = no result given; & = joins results of further samples. Not all compounds are listed. The share of hits here may be higher or lower than overall.

Every second line gives: PRMT1 FP inh, TCR CD3 inh, HTRA1 inh, rCAG RNA binder, MBD2 inh, Rev-erbA mod, UHRF1 binding, LEDGF integ inh, ABHD4 inh, PG9 Ab binder
1	COc1ccc(C2C(C(C)=O)=C(O)C(=O)N2c2cccnc2)c(OC)c1 (configuration not stated)
    -2, 1, -2, 3, -3, 1, -4, 3, 2, 2.5
2	Cc1ccc(OCCCCn2c(CO)nc3ccccc32)cc1
    4, 0, -9, -3, 0, -1, 2, -6, -1, 2.9
3	Cc1nnc(SCC2=C(C(=O)O)N3C(=O)[C@@H](NC(=O)Cn4cnnn4)[C@H]3SC2)s1
    16, 1, 3&-3, 3, -6, -6&5, -1, 4, -1, -1.2
4	O=C1c2ccccc2C(=O)N1N(c1ccccc1)c1ccccc1
    2, -3, -12, 0, 4, 11, 1, -1, -12, -1.4
5	COCCNC(=O)C1(C)CCCN(C(=O)c2ccc3c(c2)OCO3)C1 (configuration not stated)
    -4, 8, nt, 2, -1, -4, -2, -3, -3, -0.4
6	COc1ccc(NC(=O)Nc2ccccc2SC)c(OC)c1
    3, 6, -15, -8, -2, 2, 0, 4, 2, -2.6
7	CCCCc1c(O)nc(SC2CC(=O)N(c3ccc(C(=O)OCC)cc3)C2=O)[nH]c1=O (configuration not stated)
    7, -1, 3, 18, 0, -1, 2, -1, -1, -0.9
8	CCOc1ncccc1C(=O)OC(C)C(=O)Nc1ccc(CC)cc1 (configuration not stated)
    0, -1, 0, -3, 7, 0, 19, 5, -9, 0.7
9	CS(=O)(=O)c1ccc(NC(=O)c2ccc3c(c2)S(=O)(=O)N=C2CCCCCN23)cc1
    0, -2, 4, 6, 4, 3, 2, -4, 4, 0.4
10	O=c1oc2ccccc2c(NC2CCCCC2)c1NS(=O)(=O)c1ccc(Cl)cc1
    7, -7, -35, 5, 7, 2, 5, 1, -16, 1.2

Single records, from the list above.
COCCNC(=O)C1(C)CCCN(C(=O)c2ccc3c(c2)OCO3)C1 (configuration not stated) is listed with PRMT1 FP inh: -4; TCR CD3 inh: 8; HTRA1 inh: nt; rCAG RNA binder: 2; MBD2 inh: -1; Rev-erbA mod: -4; UHRF1 binding: -2; LEDGF integ inh: -3; ABHD4 inh: -3; PG9 Ab binder: -0.4
O=C1c2ccccc2C(=O)N1N(c1ccccc1)c1ccccc1 is listed with PRMT1 FP inh: 2; TCR CD3 inh: -3; HTRA1 inh: -12; rCAG RNA binder: 0; MBD2 inh: 4; Rev-erbA mod: 11; UHRF1 binding: 1; LEDGF integ inh: -1; ABHD4 inh: -12; PG9 Ab binder: -1.4

More entries follow:
Every second line gives: PRMT1 FP inh, TCR CD3 inh, HTRA1 inh, rCAG RNA binder, MBD2 inh, Rev-erbA mod, UHRF1 binding, LEDGF integ inh, ABHD4 inh, PG9 Ab binder
11	Cc1ccc(C(=O)CSc2ncnc3ccccc23)o1
    13, 3, 2, -5, -4, 1, -2, 0, -1, -3.5
12	CC1CCN(Cc2cnc(Cl)s2)CC1
    -1, -2, 4, 2, 1, -3, -3, -1, -3, -3.2
13	Cc1ccc2nc(NC(=O)C3=NN(c4ccccc4)C(=O)CC3)sc2c1
    -3, 2, -26, 10, 1, -5, -3, 3, -5, 0.7
14	CC(Oc1ccc(-c2ccccc2)c(F)c1)c1ccn(S(=O)(=O)c2ccc(Br)cc2)n1 (configuration not stated)
    1, 5, 6, 4, 2, 6, 3, -1, -8, 2.6
15	CC(C)CC(C(=O)O)N(Cc1ccccc1)Cc1ccccc1 (configuration not stated)
    1, 2, 3, 24, 1, -3, 2, 2, 7, -0.6
16	COc1ccc(NC(=S)N2CCC(NC(=O)C3CCCCC3)CC2)cc1
    -1, -6, 10, 0, 1, -4, 0, 1, -2, -2.3
17	O=C(NCCCN1CCCC1=O)C1CCN(S(=O)(=O)c2cc(C(F)(F)F)ccc2Cl)CC1
    7, -14, 5, -2, 6, -4, 0, -3, -12, 2.1
18	CN(C)S(=O)(=O)c1ccc(NCC2COc3ccccc3O2)c([N+](=O)[O-])c1 (configuration not stated)
    -1, -1, -6, 5, -4, 2, -4, 4, 5, -0.5
19	O=C(O)C1CC(c2ccccc2)=NO1 (configuration not stated)
    2, -3, 2, -1, 2, 1, 4, 1, 0, -0.5
20	O=c1c2cc(N3CCOCC3)ccc2[nH]c(=S)n1CC1CCCO1 (configuration not stated)
    0, -1, 6, 1, -1, 2, -3, -2, -1, -1.9

Carrying on:
Every second line gives: PRMT1 FP inh, TCR CD3 inh, HTRA1 inh, rCAG RNA binder, MBD2 inh, Rev-erbA mod, UHRF1 binding, LEDGF integ inh, ABHD4 inh, PG9 Ab binder
21	Cn1c(SCc2ccccc2Cl)nc(C(F)(F)F)cc1=O
    0, 9, 0, -2, 1, -4, 0, -2, -1, -1.5
22	CC(NC(N)=O)C(=O)Nc1ccc(Cl)c(S(=O)(=O)Nc2ccc(Cl)cc2)c1 (configuration not stated)
    1, -1, -7, 3, 7, 9, 1, -8, 1, 2.2
23	Cc1cc(C(=O)COc2cccc(-n3cnnn3)c2)c(C)n1-c1ccccc1
    -3, 8, -26, -1, -1, 4, 0, -4, 8, -0.4
24	NS(=O)(=O)c1ccc(NC(=O)COC(=O)CCC2CCCCC2)cc1
    -4, 3, -6, 10, 0, -8, -1, -3, -6, -0.1
25	CCCCN(CC)CCCNC(=O)c1csc2c1CCCCC2
    -2, 3, 0, -3, 1, -2, -3, 2, 3, -3.4
26	O=C(Nc1nnc(-c2ccco2)o1)c1cccc(N2C(=O)CCC2=O)c1
    6, 9, -4, 1, -3, -2, -2, -6, 3, 1.1
27	COc1ccc(C(=O)/C(=C\N(C)C)n2nc(C)cc2C)cc1
    -2, 4, 0, -3, 2, 3, -4, 4, 3, -0.6
28	COc1ccc(-c2cc(-c3ccc(F)cc3)nc(N3CCN(C)CC3)n2)cc1
    -1, -5, -10, -4, 1, 3, 1, -5, 3, -0.7
29	C#CCOCCOCCOCCNc1nc(N2CCN(C(=O)[C@H]([C@@H](C)O)n3cc(CCCCN)nn3)CC2)nc(N2CCN(C(=O)[C@H](CCCCN)n3cc(CCC(=O)O)nn3)CC2)n1
    1, 4, -1, -7, -2, -2, 15, 0, 4, 1.7
30	O=C(NCCCN1CCCC1=O)C1CCN(S(=O)(=O)c2ccccc2)CC1
    -2, 5, 3, 1, -4, 6, 0, 1, 2, 0.8

Later entries.
Every second line gives: PRMT1 FP inh, TCR CD3 inh, HTRA1 inh, rCAG RNA binder, MBD2 inh, Rev-erbA mod, UHRF1 binding, LEDGF integ inh, ABHD4 inh, PG9 Ab binder
31	COC(=O)C(=NNc1c(C)n(C)n(-c2ccccc2)c1=O)C(=O)OC
    2, -5, 3, 0, 5, -2, 1, 3, -3, 0.1
32	Cc1ccc(NC(=O)CSc2ccccc2NC(=O)c2ccccc2)cc1Cl
    -2, 12, -8, 2, -4, 7, -1, 0, 0, -3.4
33	N#C/C(=C\Nc1ccc(F)c(Cl)c1)S(=O)(=O)c1ccccn1
    3, -11, nt, 0, 2, -5, 0, -1, -1, -1.6
34	Oc1[nH]c2ccccc2c1N=NC(=S)NCCc1ccccc1
    -1, 5, -34, 16, -3, 2, -1, -3, -9, 0.2
35	CCOC(=O)c1c(Nc2nc(C)c(C(=O)NC)s2)sc(C)c1C
    8, -2, -16, 5, 4, 5, 2, 2, -3, 2.2
36	COc1cc(C(C(=O)NCC2CCCO2)N(C(=O)Cn2nnc3ccccc32)c2ccc(OC)c(OC)c2)ccc1O (configuration not stated)
    3, -3, 2, -5, 9, -1, -1, 42*, 0, -0.7
37	COCCNC(=O)Cc1ccc(F)cc1
    -1, -1, 5, -1, -2, 1, 0, -2, 0, -2.0
38	CCOC(=O)c1c(C)[nH]c(C(=O)NCCN2CCOCC2)c1C
    -2, 3, 4, 1, 5, 2, -3, 3, 5, 1.2
39	CC(=O)N1c2ccc(S(=O)(=O)N3CCCC(C(=O)N4CCCCC4)C3)cc2CC1C (configuration not stated)
    -3, -2, 2, 2, 0, 5, 4, 8, 2, 1.1
40	Cc1ccc2cc(CCNC(=O)Cc3cccs3)c(=O)[nH]c2c1
    4, 6, -2, 0, 0, -11, 1, 2, 1, -1.7

Continued.
Every second line gives: PRMT1 FP inh, TCR CD3 inh, HTRA1 inh, rCAG RNA binder, MBD2 inh, Rev-erbA mod, UHRF1 binding, LEDGF integ inh, ABHD4 inh, PG9 Ab binder
41	Cc1ccccc1OCCn1cnc2c(N)ncnc21
    1, 5, 0, 0, -3, -6, -1, -2, -2, 0.4
42	COc1ccc(S(=O)(=O)NCC(c2cccnc2)N2CCN(C)CC2)cc1C (configuration not stated)
    5, -5, -1, 2, -4, 1, 1, 3, -1, 0.5
43	O=C(Nc1ccc(-c2nc3cccnc3s2)cc1)C1CCCO1 (configuration not stated)
    -2, 0, -4, 3, -2, -1, -8, 1, 1, 0.9
44	COc1cc(CN(CC2CCCO2)C(=O)c2cccs2)cc(OC)c1OC (configuration not stated)
    -2, -3, 3, -5, 0, -5, 0, -3, 2, -3.3
45	CCOc1ccc(S(=O)(=O)N2CCN(S(=O)(=O)c3ccc(OCC)cc3)C(C)C2)cc1 (configuration not stated)
    -2, 1, -3, 5, 3, -1, -1, 1, -1, 4.6
46	Cc1ccc2nc(SCC(=O)N3CCCC3)[nH]c2c1
    1, 7, -4, -2, 0, -5, 1, -2, 3, 0.0
47	COc1ccc(NC(=O)c2ccco2)cc1NC(=O)c1cccc(F)c1
    2, 5, -3, -1, 2, 3, -1, -5, -4, 0.1
48	O=C(Cn1ncc(Cl)c(Cl)c1=O)c1ccc(Cl)cc1
    1, -8, -6, 0, 5, 8, 2, 2, 6, 3.0
49	Cc1cn(CC(=O)N[C@H](CO)Cc2c[nH]c3ccccc23)c(=O)[nH]c1=O
    -1, -8, 1, 1, -6, 1, 2, 3, 3, 1.7
50	COc1ccccc1OCCCCCCN1CCN(C)CC1
    -8, -6, 3, -5, -4, -1, -1, 1, 0, -3.1

Additional entries follow:
Every second line gives: PRMT1 FP inh, TCR CD3 inh, HTRA1 inh, rCAG RNA binder, MBD2 inh, Rev-erbA mod, UHRF1 binding, LEDGF integ inh, ABHD4 inh, PG9 Ab binder
51	CCOP(=O)(OCC)c1nc(-c2ccc(Cl)cc2)oc1NCc1ccccc1
    2, 5, -77, -6, 0, 7, 2, -1, -4, -1.9
52	CCOc1ccc(NC(=O)C2C3CC/C=C\CCC32)cc1 (configuration not stated)
    1, -4, 5, 1, 6, -6, 2, 2, 1, 1.9
53	O=C(NCCc1ccccc1)c1ccc(-n2cnnn2)cc1
    2, 3, 1, -2, -1, -1, -1, 0, -1, -0.1
54	CNC(=O)c1ccc(C)c(NC(=O)C2=C(C)OCCS2)c1
    -2, 1, 7, 0, -7, -3, 2, 7, 4, -0.4
55	Cc1ccc(S(=O)(=O)N(C)CC(=O)NNC(=O)CCS(=O)(=O)c2ccccc2)cc1
    -3, 1, 1, 4, -3, -7, -1, 0, 3, 1.8
56	CCOC(=O)c1cn(Cc2ccccc2)c(C(=O)OC(C)(C)C)c1O
    1, -8, 22, -5, 2, -3, 3, 0, 3, -0.8
57	Cc1ccc(OCCC(=O)OC(C)C(=O)Nc2ccc(Cl)cn2)cc1 (configuration not stated)
    -3, 1, 0, -4, -5, 3, 1, 2, -4, -0.1
58	COc1ccc(-c2cc(C(=O)N/N=C/C(C)=C\c3ccco3)[nH]n2)cc1
    2, nt, nt, 17, 4, -3, 2, -2, -24, nt
